Source: PubChem
SMN2 splice up – increases expression of the SMN2 splice variant; HEK293 SMN2-luciferase splicing reporter, luminescence, 30-36 h; Potency, µM (titrated, usually from 46.1 µM), inactives show at the top dose activity change, positive = activation, actives largely listed as activators; 210,000 tested, 2.8% active; AID 1458; further: potency means the concentration at half of the fitted maximal effect; % of control where 0% means no effect; nearly all actives have a fitted effect of over 55% in size
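HEK293 cells carry an SMN2 minigene-luciferase reporter in which exon 7 inclusion puts luciferase in frame. Cells were seeded at 2000 cells/well, attached for 10-12 hours, then exposed to compounds for 30-36 hours at 37C before ONE-Glo luminescence.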
LMNA splice mod – changes lamin A minigene splicing in HeLa cells; HeLa LMNA splicing GFP/RFP minigene ratio, 48 h; Potency, µM (titrated, usually from 46.1 µM), without a hit: at the top dose ratio change, negative = inhibition, usual class: inhibitors; 200,000 tested, 0.01% active; AID 1487; active means well fitted inhibition curve with a large enough effect in the signal ratio, with a control signal flat, not every such curve was filed as active; inconclusive means small, poorly fitted or top-dose-only effect, or effect the other way, or a change in a side signal; the % refers to the signal ratio; further: potency means the concentration at half of the fitted maximal effect; on the % scale 0 is the no-effect control and ±100 the full control effect
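S3 HeLa stable clones carrying a lamin A-EGFP splicing minigene plus DsRed2 were seeded at 600 cells/well in Opti-MEM with 2% FBS, pin-dosed and incubated 48 h at 37°C. Acumen cytometry (488 nm) gave the GFP/RFP total-intensity ratio.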
CBFb-RUNX1 inh – blocks binding between human CBF-beta and RUNX1; Q01196+Q13951; AlphaScreen CBFb-His/RUNX1-biotin binding, biochemical; Potency, µM (highest dose often 59.8 µM), for the others: top-dose activity, negative = inhibition, hits mostly inhibitors; 230,000 tested, under 10 active; further: % of control where 0% means no effect
Target sequence (Q01196 whole entry, looked up): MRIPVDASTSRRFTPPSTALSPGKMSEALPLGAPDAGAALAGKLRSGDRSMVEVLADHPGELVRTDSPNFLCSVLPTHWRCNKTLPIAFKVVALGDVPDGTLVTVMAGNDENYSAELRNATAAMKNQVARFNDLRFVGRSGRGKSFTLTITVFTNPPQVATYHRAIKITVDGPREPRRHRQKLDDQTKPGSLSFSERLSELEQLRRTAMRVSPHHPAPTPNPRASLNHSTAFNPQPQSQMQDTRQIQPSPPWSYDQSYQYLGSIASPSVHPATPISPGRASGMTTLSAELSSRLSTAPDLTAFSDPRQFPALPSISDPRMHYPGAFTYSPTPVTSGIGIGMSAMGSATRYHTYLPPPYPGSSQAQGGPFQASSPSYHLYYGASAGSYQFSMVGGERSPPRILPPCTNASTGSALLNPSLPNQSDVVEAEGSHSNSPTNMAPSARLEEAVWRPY
Target sequence (Q13951 whole entry, looked up): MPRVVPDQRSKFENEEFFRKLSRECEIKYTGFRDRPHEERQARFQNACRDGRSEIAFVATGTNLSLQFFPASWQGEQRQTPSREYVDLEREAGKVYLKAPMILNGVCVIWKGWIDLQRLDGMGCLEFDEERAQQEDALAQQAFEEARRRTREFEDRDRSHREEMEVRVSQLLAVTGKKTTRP
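Read-out: AlphaScreen. Format: His-CBF-beta with biotinylated RUNX1 (30 nM each) preincubated 20 min, compound 15 min, Ni-chelate plus streptavidin beads 90 min; room temperature throughout.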
Luc counter – blocks Kinase-Glo luciferase, a counter-screen artifact; Potency, µM (highest dose often 38.3 µM), for the others: top-dose activity change, negative = inhibition, usual class: inhibitors; AID 1379; Q27757; 200,000 tested, 0.28% active; Kinase-Glo luciferase, ATP luminescence, 8 min; further: potency means the concentration at half of the fitted maximal effect; on the % scale 0 is the no-effect control and ±100 the full control effect; nearly all actives have a fitted effect of over 60% in size
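Substrate mix (final 50 mM imidazole pH 7.2, 50 mM KCl, 7 mM MgCl2, 10 uM ATP, 0.01% Tween 20, 0.05% BSA) plus pin-tool compound, then Kinase-Glo detection mix; 8 min ambient, luminescence read.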
IMPase Li cell – cell-permeable IMPase inhibitors with lithium potentiation; AID 1457; CHO-M1 cells, IP1 TR-FRET (IP-One), carbachol + lithium; 210,000 tested, 0.35% active; Potency, µM (highest dose often 59.4 µM), for inactives: at the highest dose activity, negative = IMPase inhibition, actives largely listed as inhibitors;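 further: IP1 builds up when IMPase is blocked and the TR-FRET signal falls; potency means the concentration at half of the fitted maximal effect; plate controls were basal vehicle for no effect and high inhibitor control for full effect; nearly all actives have a fitted effect of over 50% in size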
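CHO cells stably expressing M1 receptor (2000/well) were cultured 16–30 h, then exposed to compounds with a small lithium addition for 30 min at 37C. IP1 was measured by TR-FRET competition; AC50 from Hill fits.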
HTT aggregate – mutant huntingtin aggregation inhibition; 220,000 tested, 1.1% active; Potency, µM (titrated, usually from 46.1 µM), for the others: at the highest dose activity change, negative = inhibition, actives largely listed as inhibitors; PC12 HttQ103-GFP aggregates, Acumen cytometry, 40 h; AID 1688; further: potency means the concentration at half of the fitted maximal effect; on the % scale 0 is the no-effect control and ±100 the full control effect; nearly all actives have a fitted effect of over 60% in size
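PC12 cells with ecdysone-inducible HTT exon1 Q103-GFP, induced by 100 nM tebufenozide, given compounds in a concentration series. GFP aggregates (1–25 um, 6 SD above background) counted in lysates by laser-scanning cytometry, 488 nm excitation.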
HTT ATP protect – protects HTT-Q103 PC12 cells, measured by ATP; PC12 HTT-Q103 induced, cytoprotection, ATP luminescence, 40 h; Potency, µM (titrated, usually from 56.4 µM), inactives show cytoprotection (ATP increase), actives largely listed as activators; 230,000 tested, 0.14% active;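 further: potency means the concentration at half of the fitted maximal effect; % of control where 0% means no effect; nearly all actives have a fitted effect of over 45% in size; toxic huntingtin expression switched on by the ecdysone agonist tebufenozide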
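PC12 cells with ecdysone-inducible HTT exon 1 Q103-GFP, induced with 100 nM tebufenozide and co-treated with library compounds in a dose series (1536-well, 1500 cells/well). Cytoprotection read as ATP content by ATPlite luminescence.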
* = called active by the depositor; ? = inconclusive; . = not tested or not shown; [ ] = remark or other dose. Unless noted, the call rests on the fitted dose curve; in most records, active means well fitted curve in the direction sought with a large enough effect; inconclusive means small, poorly fitted or top-dose-only effect, or another doubt; inactive means no such curve, though single readings can be large; an effect the other way counts as inactive or inconclusive. Rows were taken by chance, and some 4% of all compounds hit somewhere here.

SMILES | SMN2 splice up | LMNA splice mod | CBFb-RUNX1 inh | Luc counter | IMPase Li cell | HTT aggregate | HTT ATP protect
COc1ccccc1NC(=S)N(Cc1cccs1)C1CCCC1 | -19% | . | 7% | 3% | 1% | -17% | -45%[inhibitor]
COCCn1c(=O)c(-c2cc(F)cc(F)c2)nc2cnc(N3CCN(C)CC3)nc21 | . | -7% | . | . | 3% | . | -3%
Cn1ncc2c(=O)[nH]cnc21 | 5% | . | -4% | 0% | -5% | 18% | .
O=C(NCCCN1CCOCC1)c1ccc(Sc2ccc(F)cc2)c([N+](=O)[O-])c1 | -25%[1.84 µM] | -6% | -10% | -1% | 9% | -8% | 2%[10 µM]
CC(=O)OCC1=C(C(=O)O)N2C(=O)[C@@H](NC(=O)CSc3ccncc3)[C@@H]2SC1 | 5%[20.6 µM] | ? | -4%[21.7 µM] | -2%[17.1 µM] | -1% | -4% | -3%[40.3 µM]
COc1cccc(C(=O)OCCN2C(=O)c3ccccc3C2=O)c1OC | -11% | -6% | 1% | -3% | -11%[38.3 µM] | 7% | 9%
CN(C)c1ccc(C(=O)OCc2ccc(Br)cc2)cc1 | -3% | -7% | ? | -1% | 35%[38.3 µM] | -25% | -20%
O=C(NC1CC2CCC1C2)C1CCN(S(=O)(=O)c2ccc(-c3nn[nH]n3)cc2)CC1 (stereo not given) | 9% | 3% | 0% | 1% | -12%[38.3 µM] | -10% | -9%[10 µM]
CCOc1ccc(N(C)S(=O)(=O)c2ccc3[nH]cc(C(=O)NCC4CCCO4)c(=O)c3c2)cc1 (stereo not given) | -13% | ? | 6% | -1% | 13%[38.3 µM] | ? | -4%
COc1ccccc1/C=C/C(=O)NCC(=O)N/N=C(\CCC(=O)O)c1ccccc1 | 6% | . | -10% | 4% | 9% | 3% | .

SMILES | SMN2 splice up | LMNA splice mod | CBFb-RUNX1 inh | Luc counter | IMPase Li cell | HTT aggregate | HTT ATP protect
S=C(NC1CCCCC1)N1CCOCC1 | . | . | 10% | . | . | 10%[9.22 µM] | -14%[10 µM]
O=C(Nc1cnc2ccccc2c1)c1cccnc1 | 13µM* | -5% | -1% | 16% | -6%[38.3 µM] | -24% | -21%
Cc1cc(C)c2c(=O)[nH]c(SCC(=O)NCc3ccccc3)nc2n1 | ? | ? | -12% | -2% | 11%[38.3 µM] | 12% | -7%[10 µM]
Cc1nc2sc(-c3ccccc3)cc2c(=O)n1N | . | . | 6% | . | . | 31%[9.22 µM] | -37%[10 µM]
COC(=O)c1cccc(NC(=O)Nc2ccc(Cl)c(Cl)c2)c1 | -27% | 7% | 5% | -3% | 24%[38.3 µM] | 0% | -11%
CC(C)c1ccc(NC(=O)COC(=O)CCC(=O)c2cccs2)cc1 | 0% | 0% | 4% | -6% | 0% | -8% | 17%[1.9 µM]
O=C(NCc1ccco1)C(c1ccccc1)N(Cc1cccnc1)C(=O)Cn1nnc2ccccc21 (stereo not given) | 4% | -6% | -1% | -5% | -3%[38.3 µM] | ? | -20%[10 µM]
CCOCCCNC(=O)c1cccs1 | 26% | 1% | 4% | -1% | 17%[38.3 µM] | 2% | -1%[10 µM]
COc1ccc([N+](=O)[O-])cc1C1NN=C(c2ccccc2O)S1 (stereo not given) | -17% | ? | 1% | 0% | 10%[38.3 µM] | 15% | -15%
CC1(C)CCCC2=C1CC1C(=O)N(c3ccccc3)C(=O)C1C2 (stereo not given) | -11% | ? | 0% | -1% | 7%[38.3 µM] | -3% | -7%

SMILES | SMN2 splice up | LMNA splice mod | CBFb-RUNX1 inh | Luc counter | IMPase Li cell | HTT aggregate | HTT ATP protect
Cc1cccc(C(=O)NCCc2ccc(S(N)(=O)=O)cc2)c1[N+](=O)[O-] | -9% | 5% | 2% | 2% | -5% | -11% | .
C=CCn1c(Cc2c[nH]c3ccccc23)n[nH]c1=S | -14% | -5% | -2% | 0% | 3%[38.3 µM] | 10% | 15%
CC1CCC(C(C)C)[C@H](O)C1 (stereo not given in full) | -3% | . | 22% | -10% | -2% | . | -28%
Nc1nnc(SCc2ccc3c(c2)OCO3)s1 | 16% | 14% | 13% | -5% | -4%[38.3 µM] | -6% | -19%[0.074 µM]
Cc1c(NS(=O)(=O)c2ccc(N3CCCCC3)c([N+](=O)[O-])c2)c(=O)n(-c2ccccc2)n1C | 8% | 9% | -13% | -3% | 4% | 9% | ?
COc1ccccc1C(=O)Nc1cc2ccccc2oc1=O | ? | -1% | 6% | -17% | 19%[38.3 µM] | 22% | 18%[10 µM]
Cc1cc(C)n2nc[n+](C)c2n1 | -10% | 16% | 10% | -2% | -9%[38.3 µM] | -5% | -7%[10 µM]
CCOC(=O)N1CCC(NC(=O)CN2C(=O)COc3ccc(C(C)(C)C)cc32)CC1 | . | -8% | -6% | . | . | 0% | -17%[0.074 µM]
COc1ccc(C(=O)C(c2ccccc2)N2CCOCC2)cc1 (stereo not given) | -6% | ? | 4% | 0% | 4%[38.3 µM] | 0% | 14%[10 µM]
CCOC(=O)c1sc(C)c2c1NC(C)(c1cccs1)NC2=O (stereo not given) | -7% | ? | -1% | 2% | -5% | -17% | 15%[10 µM]

A second format for 2 compounds above:
Value order – SMN2 splice up | LMNA splice mod | CBFb-RUNX1 inh | Luc counter | IMPase Li cell | HTT aggregate | HTT ATP protect
CC1CCC(C(C)C)[C@H](O)C1 (stereo not given in full)
  -3% | . | 22% | -10% | -2% | . | -28%
Nc1nnc(SCc2ccc3c(c2)OCO3)s1
  16% | 14% | 13% | -5% | -4%[38.3 µM] | -6% | -19%[0.074 µM]

Compound profiles, as listed above. Screens in order: SMN2 splice up	LMNA splice mod	CBFb-RUNX1 inh	Luc counter	IMPase Li cell	HTT aggregate	HTT ATP protect
CCOC(=O)N1CCC(NC(=O)CN2C(=O)COc3ccc(C(C)(C)C)cc32)CC1 across the screens: .	-8%	-6%	.	.	0%	-17%[0.074 µM]
Cc1c(NS(=O)(=O)c2ccc(N3CCCCC3)c([N+](=O)[O-])c2)c(=O)n(-c2ccccc2)n1C across the screens: 8%	9%	-13%	-3%	4%	9%	?
CC1CCC(C(C)C)[C@H](O)C1 (stereo not given in full) across the screens: -3%	.	22%	-10%	-2%	.	-28%
Nc1nnc(SCc2ccc3c(c2)OCO3)s1 across the screens: 16%	14%	13%	-5%	-4%[38.3 µM]	-6%	-19%[0.074 µM]
Cc1cc(C)n2nc[n+](C)c2n1 across the screens: -10%	16%	10%	-2%	-9%[38.3 µM]	-5%	-7%[10 µM]

Remaining list, next part
SMILES | SMN2 splice up | LMNA splice mod | CBFb-RUNX1 inh | Luc counter | IMPase Li cell | HTT aggregate | HTT ATP protect
COC(=O)C1=C(C)NC(C)=C(C(=O)OC)C1C(=O)OC(C)C(=O)c1ccccc1 (stereo not given) | 5% | -25%[46 µM] | 3% | 2% | 5% | -3% | -39%[inhibitor]
O=C(NCc1ccccn1)C1CCCN(S(=O)(=O)c2cccc3nsnc23)C1 (stereo not given) | 17% | 13% | -3% | -5% | 8%[38.3 µM] | 0% | 1%[10 µM]
CCN(CC)S(=O)(=O)c1cccc(-c2nnc(SCC(=O)NC)n2CCc2ccccc2)c1 | -13% | 2% | 12% | 15% | -5%[38.3 µM] | -22% | -23%
C=CCC1(CC=C)CCCN1C(=O)CC1C(=O)NCCN1Cc1cc(OC)cc(OC)c1 (stereo not given) | . | . | 10% | . | . | 3% | -63%[inhibitor]
O=C1c2cccc([N+](=O)[O-])c2C(=O)N1CCO | -3% | . | 4% | -2% | -9% | 1% | -20%
O=[N+]([O-])c1ccc(N2CCN(c3ccc(O)cc3)CC2)c(Cl)c1 | -62%[inhibitor] | ? | -14% | 7% | 12% | -17% | 8%[10 µM]
O=C(c1ccccc1Br)N1CCn2c1nc1ccccc12 | -5% | . | -1% | -1% | 5% | -2% | -18%
O=C(NCCn1cc(SCC(=O)N2CCOCC2)c2ccccc21)c1ccccc1 | -2% | -8% | 13% | -1% | 24%[38.3 µM] | -15% | -13%[10 µM]
c1ccc(COc2ccc(OCCCN3CCCC3)cc2)cc1 | 6.3µM* | ? | -2% | 2% | 23% | 12% | 12%[0.074 µM]
COc1ccc2[nH]cc(CCNc3ncncc3-c3ccccc3CN(C)C)c2c1 | -6% | 11% | . | -1% | 22% | . | ?

Compounds listed so far with a Cl atom, in the order listed:
SMILES | SMN2 splice up | LMNA splice mod | CBFb-RUNX1 inh | Luc counter | IMPase Li cell | HTT aggregate | HTT ATP protect
COC(=O)c1cccc(NC(=O)Nc2ccc(Cl)c(Cl)c2)c1 | -27% | 7% | 5% | -3% | 24%[38.3 µM] | 0% | -11%
O=[N+]([O-])c1ccc(N2CCN(c3ccc(O)cc3)CC2)c(Cl)c1 | -62%[inhibitor] | ? | -14% | 7% | 12% | -17% | 8%[10 µM]

(list continues)
SMILES | SMN2 splice up | LMNA splice mod | CBFb-RUNX1 inh | Luc counter | IMPase Li cell | HTT aggregate | HTT ATP protect
COc1ccccc1NC(=O)CN1C(=O)CCS(=O)(=O)c2ccccc21 | -14% | -3% | 9% | -4% | 4% | -2% | -15%[10 µM]
Cc1nc(C(C)N(C)Cc2c(C(=O)N3CCCCC3)nc3c(C)cccn23)c(C)s1 (stereo not given) | . | . | 12% | 4% | 8% | 14% | -21%
Cc1ccc(NC(=O)COc2ccccc2C(=O)NCCN(C)C)cc1 | 6% | . | 6% | -2% | -3% | 8% | -24%
CCOc1ccc(N2CC(C(=O)NCc3ccccc3)CC2=O)cc1 (stereo not given) | -1% | 4%[46 µM] | 16% | -2% | -8% | 8% | -18%
O=C(COC(=O)c1ccco1)Nc1cccc(Br)c1 | -11% | 0% | 2% | 0% | -7%[38.3 µM] | 4% | -14%[10 µM]
CN(C)c1ccc(/C=N/n2ncc3ccccc32)cc1 | 8.9µM* | ? | ? | -11% | 13%[38.3 µM] | 3% | -114%[inhibitor]
O=C(N/N=C/c1c(Cl)cccc1Cl)c1ccccc1F | 26% | -2% | ? | -4% | 3% | 18% | .
O=C1c2oc3ccccc3c(=O)c2C(c2cccs2)N1CCCN1CCOCC1 (stereo not given) | 6% | -7% | 3% | 2% | 3%[38.3 µM] | 2% | -6%
CCCOC(=O)NC(CC)COC(=O)Nc1cc(C)ccc1C (stereo not given) | -4% | ? | 6% | -3% | -1%[38.3 µM] | -8% | -6%
